Screening data: PubChem, National Center for Advancing Translational Sciences (NCATS)
Giardia FBPA inh = Giardia lamblia aldolase inhibition. 0.71% of 290,000 active. AID 2451. Potency, µM (series often up to 59.6 µM), for inactives: at the highest dose activity, negative = inhibition, usual class: inhibitors. purified Giardia FBPA. A8B2U2; also: potency is read from the fitted curve at half-maximal effect; % is scaled to controls: 0 for no effect and ±100 for the full control effect; nearly all actives have a fitted effect of over 55% in size
Target sequence (A8B2U2 whole entry, looked up): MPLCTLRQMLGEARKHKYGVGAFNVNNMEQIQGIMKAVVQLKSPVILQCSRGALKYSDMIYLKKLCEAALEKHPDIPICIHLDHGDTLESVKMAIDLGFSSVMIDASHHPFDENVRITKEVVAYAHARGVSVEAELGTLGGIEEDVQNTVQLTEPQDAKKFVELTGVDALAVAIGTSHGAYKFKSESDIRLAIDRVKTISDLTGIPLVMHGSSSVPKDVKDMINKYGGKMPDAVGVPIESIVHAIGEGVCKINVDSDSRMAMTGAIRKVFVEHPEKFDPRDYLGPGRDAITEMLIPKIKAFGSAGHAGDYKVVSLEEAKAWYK
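40 nM FBPA preincubated 10 min at RT with compound (up to 57.5 uM final), then substrate plus GAPDH/TPI/NAD/arsenate coupling and diaphorase/resazurin added. Fluorescence read after 20 min at RT, 525/598 nm.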
Shiga inhibitor = inhibitors of Shiga toxin in Vero cells; 9.2% of 290,000 active; Vero cells, Shiga toxin protein synthesis inhibition reporter; AID 2315; inhibition, % at 38.7 µM; in the data active = inhibition mostly above about 28%, no sharp cut-off; inactive = mostly below about 43%; also: 0% is about no effect
Sm TGR block = S. mansoni TGR enzyme inhibition; 3% of 360,000 active; Q962Y6; AID 485364; purified TGR, DTNB reduction, TNB absorbance 405 nm; Potency, µM (doses to about 114 µM), for the others: at the top dose activity change, negative = inhibition, usual class: inhibitors; also: potency is read from the fitted curve at half-maximal effect; % is scaled to controls: 0 for no effect and ±100 for the full control effect; nearly all actives have a fitted effect of over 60% in size
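Kinetic colorimetric format: TGR-catalysed, NADPH-driven DTNB reduction monitored via TNB absorbance. Enzyme dispensed at 20 nM; compound exposure 15 min at room temperature before reaction start.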
Cycloheximide cs = counter-screen for Shiga toxin inhibitors: cycloheximide protein synthesis inhibition; cell reporter, cycloheximide protein synthesis inhibition counterscreen; max response, %; 12% of 300,000 active; AID 2314; in the data active = max response mostly above about 13%, no sharp cut-off; inactive = mostly below about 14%; also: read at 38.3 µM for the half of the compounds with a filed dose; 0% is about no effect
Pf growth 48h = P. falciparum growth inhibition at 48 hours (one generation); P. falciparum luciferase growth in erythrocytes, 48 h; Potency, µM (doses to about 28.7 µM), for the others: at the highest dose activity change, negative = inhibition, usual class: inhibitors; 5.9% of 310,000 active; AID 504832; also: potency is read from the fitted curve at half-maximal effect; % is scaled to controls: 0 for no effect and ±100 for the full control effect
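A one-generation exposure of luciferase-tagged malaria parasites in RPMI 1640/Albumax erythrocyte culture, 37 C and 5% CO2. Inhibition is inferred from decreased luminescence after adding detection reagent.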
Pf growth 96h = inhibits malaria parasite growth, 96 h; P. falciparum luciferase reporter growth, 96 h; Potency, µM (series often up to 28.7 µM), for the others: at the top dose activity change, negative = inhibition, hits mostly inhibitors; 6.9% of 320,000 active; also: potency is read from the fitted curve at half-maximal effect; % is scaled to controls: 0 for no effect and ±100 for the full control effect
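Compounds incubated with erythrocytes infected by luciferase-expressing P. falciparum (2% hematocrit, 0.05% parasitemia final) for 96 hours, 37 C in 5% CO2. Growth inhibition scored as decreased luciferase luminescence.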
Numbers without * were called inactive; ? = inconclusive; · = not tested or not shown; + = active, no number; [ ] = remark or other dose. Unless noted, calls follow the shape of the dose curve; as a rule, active = well fitted curve in the direction sought with a large enough effect; inconclusive = small, poorly fitted or top-dose-only effect, or another doubt; inactive = no such curve, though single readings can be large; an effect the other way counts as inactive or inconclusive.

SMILES	Giardia FBPA inh	Shiga inhibitor	Sm TGR block	Cycloheximide cs	Pf growth 48h	Pf growth 96h
Cc1ccc(/C=N/N=C/c2ccc(C)s2)s1	1%	+	-4%	71*	335%[activator]	369%[activator]
Cc1c(-c2ccc(F)cc2)[n+](=O)c2c(n1[O-])CCCCC2	4%	-8	-10%	-4	-8%	-90%
N#CC1C(C#N)N2CCCN2C1c1ccc(Br)cc1 (configuration not stated)	-15%	11	-7%	-2	?	-21%
Cc1[nH]n2c(=O)c3c(nc2c1-c1ccccc1)CCC3	-20%	-6	-22%	-4	2%	·
Cc1[nH]c2ccccc2c1C(=O)CSc1ccc(F)cc1	12%	52	-15%	23*	0%	?
O=C(NCc1ccccc1)C1CCC(=O)N(CC2CCCCC2)C1 (configuration not stated)	·	11	-2%	10	5%	-30%
O=S(=O)(/C=C/c1ccccc1)N1CCN(Cc2ccccc2)CC1	0%	-25	-12%	-2	7%	27%
Cc1ccccc1N1CCN(C(=O)[C@@H]2CCCN2C2=NS(=O)(=O)c3ccccc32)CC1	·	·	-23%	·	?	?
COC(=O)c1cccc(NC(=O)CCCOc2ccccc2)c1	·	-5	11%	8	?	-9%
COc1ccc(NC(=O)c2[nH]c(C)c(C(C)=O)c2C)cc1S(=O)(=O)Nc1ccc(Br)cc1	-3%	11	4%	-2	?	?
Cc1ccc(S(=O)(=O)n2nc(C)cc2C)cc1	-8%	-13	5%	-1	-9%	·
O=C(NC1CCCC1)c1ccc(CS(=O)(=O)c2ccc(Cl)cc2)o1	·	-6	-21%	-2	9%	?
CC1=CC(=C2C(=O)NC(=O)NC2=O)C=C(C(F)(F)F)N1Cc1ccccc1	5%	-14	·	-2	0%	-6%
Cc1ccccc1NC(=O)COC(=O)CCc1nc2ccccc2c(=O)[nH]1	-16%	22	35%	-2	5%	0%
CCOC(=O)C[N+]1(C)CCN(C(C)=O)CC1	8%	5	1%	18	9%	?
O=C(CN1CCOCC1)NCC(=O)Nc1ccc(Br)cc1C(=O)c1ccccc1	-1%	-10	13%	-5	-2%	·
COc1ccc(C(=O)NNC(=O)C2(C)CC2(Br)Br)cc1 (configuration not stated)	3%	35*	-29%	26*	30%	4%
Cc1ccc(NNC(=O)C2CCC2)cc1C	0%	36	56µM*	-2	0%	0%
CC(C)SCc1nc2ccccc2[nH]1	-11%	14	45%[activator]	15*	21%	·
CC(C)Nc1nc(Oc2ccc(Cl)cc2Cl)cc(C(F)(F)F)n1	12%	-5	-2%	4	-16%	45%[activator]
Cn1ncc(Cl)c1C(=O)N1CCN(c2cccc(Cl)c2)CC1	·	-16	-26%	-4	14%	?
CN(C(=O)COC(=O)c1cncc(Br)c1)C1CCS(=O)(=O)C1 (configuration not stated)	1%	-11	6%	6	?	-36%[5.75 µM]
COc1ccc(CNC(=O)CN(c2ccccc2)S(=O)(=O)c2ccccc2[N+](=O)[O-])cc1	1%	-10	0%	-3	-10%	68%[activator]
COc1ccc(NC(=S)N2CCN(C/C=C/c3ccccc3)CC2)c(OC)c1	6%	31	-7%	-4	3%	47%[activator]
O=C(NCCC1CCCCN1S(=O)(=O)c1ccccc1)C(=O)NCc1ccco1 (configuration not stated)	·	·	?	·	?	-6%
COc1ccc(CN2C(=O)c3cccnc3C2=O)cc1S(=O)(=O)N1CC(C)CC(C)C1 (configuration not stated)	13%	-6	1%	-2	-3%	?
CCOc1ccc(C(C)=O)cc1COC(=O)C1=COCCO1	19%	21	28µM*	-1	?	?
COc1cc(NC(=O)c2ccccc2)c(OC)cc1NC(=O)Cc1ccc(F)cc1	-2%	-8	-2%	-3	?	?
COCCCN=CC1=C(O)CC(c2ccccc2)CC1=O (configuration not stated)	8%	16	-6%	3	19%	-28%
COc1ccc(-c2cc(C(=O)NCCN3CCOCC3)c3ccccc3n2)c(OC)c1	11%	19	?	1	-26%	8%
Cc1cccc(N2CC(C(=O)Nc3nnc(SCc4cccnc4)s3)CC2=O)c1 (configuration not stated)	-22%	-6	4%	-1	?	?
C=CCn1c(C)cc(C(=O)Cn2nc(C(=O)O)c3ccccc3c2=O)c1C	-4%	56*	1%	32*	141%[activator]	116%[activator]
COc1cccc(-c2cc3nc4c(c(N5CCC6(CC5)OCCO6)n3n2)CCCC4)c1	-9%	64*	1%	24*	2.9µM*	0%
O=C(CC(C(=O)O)c1c[nH]c2ccccc12)c1ccccc1 (configuration not stated)	6%	17	?	11	14%	?
CC1=C(C(=O)NC2CCCC(C)C2C)C2(CCCCC2)OC1=O (configuration not stated)	-3%	3	8%	11	?	24%
O=C1c2cccc3c(N4CCCCC4)ccc(c23)C(=O)N1c1cccc(O)c1	4%	90*	·	61*	?	10%
CC(C)(O)c1cc(=O)sc2nc3ccccc3n12	0%	70*	-12%	32*	403%[activator]	?
Cc1cccc(Nc2nc(N)c([N+](=O)[O-])c(N3CCC(C)CC3)n2)c1	2%	-3	-3%	-5	?	?
Cc1c(Br)c(=O)[nH]c(=O)n1COCc1ccccc1	2%	-9	6%	-1	12%	47%[activator]
CC(=O)c1ccc(N2CCN(C(=O)/C=C/c3ccc(S(=O)(=O)NCc4ccco4)cc3)CC2)cc1	5%	30	-5%	11	2%	?
COc1ccc2c(=O)c(C(=O)NCc3ccccc3)c[nH]c2c1	5%	15	1%	7	?	?
COC(=O)c1ccccc1OC(=O)c1cc2ccccc2oc1=O	-4%	52*	0%	29*	1%	35%[activator]
O=C(Nc1ccnn1C1CCN(C(=O)c2cc(Cl)ccc2F)CC1)C1CCOC1 (configuration not stated)	-6%	11	5%	8	-8%	?
CCCn1c(=O)c2ccccc2n2c(SCC(=O)c3ccc(CC)cc3)nnc12	-4%	-2	0%	-2	2%	40%[activator]
CCOC(=O)C1CCCN(c2c(NCCN(CC)c3ccccc3)c(=O)c2=O)C1 (configuration not stated)	-12%	8	18%	1	10µM*	-29%
COc1ccc([N+](=O)[O-])c(OC)c1C(=O)NC(=O)Nc1c(C)cccc1C	2%	-3	-12%	-3	·	-22%
Cc1ccc(CN2CCNC(=O)C2CC(=O)N(C)C2CCCCC2)o1 (configuration not stated)	-1%	-8	?	-1	7%	-26%
Cc1ccccc1NCc1nnc2n1CCCCC2	3%	-3	4%	-3	-5%	9%
COc1ccc(OC)c(C2NC(=O)CCC2[N+](=O)[O-])c1 (configuration not stated)	-4%	-2	-2%	-11	2%[0.00184 µM]	28%
CSc1nnc2c3ccccc3c3ccccc3c2n1	-12%	10	1%	10	?	?
O=C(CS(=O)(=O)c1ccccc1)Nc1nnc(Cc2ccccc2)s1	4%	-5	16%	-2	27%	27%
CC(C)Cc1cc(C(=O)Nc2sc3c(c2C#N)CCCC3)no1	14%	21	-16%	33*	37%[activator]	31%[activator]
Cc1ccc(NC(=O)CSCC(=O)Nc2ccc(N3CCOCC3)c(Cl)c2)cc1	-7%	41	-4%	1	?	-26%
C/C(=N\NC(=O)Cc1ccccc1)c1ccc(Cl)s1	·	-14	0%	2	25%	?
O=S(=O)(c1ccc(OC(F)(F)F)cc1)N1CCCC(N2CCOCC2)C1 (configuration not stated)	-2%	-3	-32%	-3	0%	224%[activator]
Cc1cc(C)c(C(=O)/C=C/c2ccc(C(C)C)cc2)c(=O)[nH]1	13%	-10	-3%	-3	?	?
O=C(O)C(NS(=O)(=O)c1ccc(F)cc1)c1ccccc1 (configuration not stated)	-2%	-4	·	1	-2%	19%
Cc1cc(C)n(-c2ccc(C(=O)Nc3ccccc3N3CCOCC3)cc2)n1	-3%	-23	5%	-4	?	?
CNC(=S)NNC(=O)c1cccn(Cc2cccc(C(F)(F)F)c2)c1=O	19%	-1	-9%	-6	0%	-4%
O=C(OCCN1CCCCC1)c1ccccc1F	-19%	-2	0%	-2	-3%	?

Continued.
SMILES	Giardia FBPA inh	Shiga inhibitor	Sm TGR block	Cycloheximide cs	Pf growth 48h	Pf growth 96h
CCOc1ccc(NC(=O)CSC2=NN3CCCC(=O)N=C3S2)cc1	1%	-5	-2%	5	?	-2%
CCC(CC)c1nnc(NC(=O)Oc2ccccc2)s1	5%	-4	12%	-2	33%[activator]	51%[activator]
O=C(CN1C(=O)c2ccccc2C1=O)Nc1cccc(O)c1	-1%	·	4%	5	?	?
CCC(=O)N1CCNC(=O)C1CC(=O)Nc1ccc(C)c(Cl)c1 (configuration not stated)	6%	-7	-2%	1	2%	·
CCCCCC(=O)NC(=S)Nc1ccccc1C(=O)OC	17%	-5	?	-1	16%	15%

Entries above that have an aryl methoxy group, in the order listed:
SMILES	Giardia FBPA inh	Shiga inhibitor	Sm TGR block	Cycloheximide cs	Pf growth 48h	Pf growth 96h
COc1ccc(NC(=O)c2[nH]c(C)c(C(C)=O)c2C)cc1S(=O)(=O)Nc1ccc(Br)cc1	-3%	11	4%	-2	?	?
COc1ccc(C(=O)NNC(=O)C2(C)CC2(Br)Br)cc1 (configuration not stated)	3%	35*	-29%	26*	30%	4%
COc1ccc(CNC(=O)CN(c2ccccc2)S(=O)(=O)c2ccccc2[N+](=O)[O-])cc1	1%	-10	0%	-3	-10%	68%[activator]
COc1ccc(NC(=S)N2CCN(C/C=C/c3ccccc3)CC2)c(OC)c1	6%	31	-7%	-4	3%	47%[activator]
COc1ccc(CN2C(=O)c3cccnc3C2=O)cc1S(=O)(=O)N1CC(C)CC(C)C1 (configuration not stated)	13%	-6	1%	-2	-3%	?
COc1cc(NC(=O)c2ccccc2)c(OC)cc1NC(=O)Cc1ccc(F)cc1	-2%	-8	-2%	-3	?	?
COc1ccc(-c2cc(C(=O)NCCN3CCOCC3)c3ccccc3n2)c(OC)c1	11%	19	?	1	-26%	8%
COc1cccc(-c2cc3nc4c(c(N5CCC6(CC5)OCCO6)n3n2)CCCC4)c1	-9%	64*	1%	24*	2.9µM*	0%
COc1ccc2c(=O)c(C(=O)NCc3ccccc3)c[nH]c2c1	5%	15	1%	7	?	?
COc1ccc([N+](=O)[O-])c(OC)c1C(=O)NC(=O)Nc1c(C)cccc1C	2%	-3	-12%	-3	·	-22%
COc1ccc(OC)c(C2NC(=O)CCC2[N+](=O)[O-])c1 (configuration not stated)	-4%	-2	-2%	-11	2%[0.00184 µM]	28%
